TcdB GH inh – blocks C. difficile toxin B glycohydrolase activity | P18177 | AID 652162 | inhibition, % at 9.99 µM | TcdB glycohydrolase enzymatic assay, plate reader | actives 0.24% (n = 350,000); in the data active = inhibition above about 10%
Target sequence (P18177 whole entry, looked up): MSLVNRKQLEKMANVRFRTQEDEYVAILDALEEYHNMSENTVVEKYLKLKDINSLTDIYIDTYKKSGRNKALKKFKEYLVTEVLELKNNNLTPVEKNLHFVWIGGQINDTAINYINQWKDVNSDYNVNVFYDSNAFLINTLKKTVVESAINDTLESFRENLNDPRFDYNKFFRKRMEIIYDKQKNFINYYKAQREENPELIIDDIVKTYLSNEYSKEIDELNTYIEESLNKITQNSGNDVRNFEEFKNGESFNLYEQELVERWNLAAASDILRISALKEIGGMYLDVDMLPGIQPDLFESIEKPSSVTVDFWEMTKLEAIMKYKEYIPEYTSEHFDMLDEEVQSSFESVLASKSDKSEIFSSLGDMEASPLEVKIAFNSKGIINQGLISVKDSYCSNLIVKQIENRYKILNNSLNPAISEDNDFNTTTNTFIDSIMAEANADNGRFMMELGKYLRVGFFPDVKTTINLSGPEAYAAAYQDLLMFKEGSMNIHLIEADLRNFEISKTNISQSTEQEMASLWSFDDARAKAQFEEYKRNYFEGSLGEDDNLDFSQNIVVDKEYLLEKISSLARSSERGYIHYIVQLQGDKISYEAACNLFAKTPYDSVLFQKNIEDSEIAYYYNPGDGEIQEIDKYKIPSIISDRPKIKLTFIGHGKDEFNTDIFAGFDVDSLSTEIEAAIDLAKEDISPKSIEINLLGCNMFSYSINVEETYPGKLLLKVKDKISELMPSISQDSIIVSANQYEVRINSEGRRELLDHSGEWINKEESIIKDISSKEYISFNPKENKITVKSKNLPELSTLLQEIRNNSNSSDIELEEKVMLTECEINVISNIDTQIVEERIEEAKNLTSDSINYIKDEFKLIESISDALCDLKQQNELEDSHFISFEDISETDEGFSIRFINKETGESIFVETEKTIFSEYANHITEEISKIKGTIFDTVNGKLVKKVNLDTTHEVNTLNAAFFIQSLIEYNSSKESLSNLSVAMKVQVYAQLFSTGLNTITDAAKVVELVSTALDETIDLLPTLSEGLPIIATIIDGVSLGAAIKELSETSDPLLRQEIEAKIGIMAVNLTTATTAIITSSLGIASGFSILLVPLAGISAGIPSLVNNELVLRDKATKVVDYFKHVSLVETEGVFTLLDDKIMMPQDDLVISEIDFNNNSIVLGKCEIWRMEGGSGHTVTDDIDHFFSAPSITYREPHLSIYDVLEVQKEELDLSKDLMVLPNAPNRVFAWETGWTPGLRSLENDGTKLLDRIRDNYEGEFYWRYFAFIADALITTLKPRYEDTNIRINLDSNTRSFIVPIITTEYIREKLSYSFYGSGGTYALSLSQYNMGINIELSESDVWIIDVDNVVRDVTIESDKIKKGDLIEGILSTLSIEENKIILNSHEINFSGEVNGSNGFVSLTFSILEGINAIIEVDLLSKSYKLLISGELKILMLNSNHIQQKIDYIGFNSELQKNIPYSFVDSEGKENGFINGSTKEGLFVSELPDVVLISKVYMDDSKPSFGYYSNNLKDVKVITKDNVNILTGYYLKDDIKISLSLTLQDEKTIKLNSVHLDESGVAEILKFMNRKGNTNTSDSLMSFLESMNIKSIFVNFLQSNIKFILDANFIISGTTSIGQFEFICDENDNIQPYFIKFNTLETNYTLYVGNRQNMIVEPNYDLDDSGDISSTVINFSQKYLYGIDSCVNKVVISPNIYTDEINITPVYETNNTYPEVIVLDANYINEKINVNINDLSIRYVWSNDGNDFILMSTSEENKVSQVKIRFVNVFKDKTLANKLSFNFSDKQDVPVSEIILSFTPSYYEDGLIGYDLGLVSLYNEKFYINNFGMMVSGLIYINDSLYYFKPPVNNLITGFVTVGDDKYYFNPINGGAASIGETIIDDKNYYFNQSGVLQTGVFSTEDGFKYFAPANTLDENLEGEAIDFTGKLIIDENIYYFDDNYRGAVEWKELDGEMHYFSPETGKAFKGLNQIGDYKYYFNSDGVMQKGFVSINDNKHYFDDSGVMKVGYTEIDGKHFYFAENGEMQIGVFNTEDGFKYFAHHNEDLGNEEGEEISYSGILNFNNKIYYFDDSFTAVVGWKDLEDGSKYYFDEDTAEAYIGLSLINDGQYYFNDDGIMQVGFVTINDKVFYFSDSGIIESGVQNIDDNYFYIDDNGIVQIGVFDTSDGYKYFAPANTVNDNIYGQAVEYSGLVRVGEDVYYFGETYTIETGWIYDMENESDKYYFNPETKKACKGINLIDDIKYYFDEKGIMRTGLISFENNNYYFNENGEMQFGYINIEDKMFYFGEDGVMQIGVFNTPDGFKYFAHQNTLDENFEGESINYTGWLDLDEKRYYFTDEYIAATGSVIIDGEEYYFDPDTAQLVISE
Numbers without * were called inactive. An excerpt; the hit share may differ from the screen's.

The first 2 compounds (preview)
SMILES	TcdB GH inh
Cc1noc(C)c1NC(=O)N(C)C[C@@H]1Oc2ncc(C#CC3CCCCC3)cc2C(=O)N([C@@H](C)CO)C[C@@H]1C	-0.7
C[C@H](CO)N1C[C@H](C)[C@@H](CN(C)Cc2ccc(C(=O)O)cc2)OCCCC[C@H](C)Oc2ccc(NC(=O)Nc3cccc4ccccc34)cc2C1=O	-3.1

The listing, repeating the preview:
SMILES	TcdB GH inh
Cc1noc(C)c1NC(=O)N(C)C[C@@H]1Oc2ncc(C#CC3CCCCC3)cc2C(=O)N([C@@H](C)CO)C[C@@H]1C	-0.7
C[C@H](CO)N1C[C@H](C)[C@@H](CN(C)Cc2ccc(C(=O)O)cc2)OCCCC[C@H](C)Oc2ccc(NC(=O)Nc3cccc4ccccc34)cc2C1=O	-3.1
C[C@@H]1CN([C@@H](C)CO)C(=O)c2cc(NS(=O)(=O)c3cn(C)cn3)ccc2O[C@@H]1CN(C)Cc1ccc(C(=O)Nc2ccccc2N)cc1	-1.2
CCC(=O)N(CC)C[C@H]1[C@H](c2ccc(-c3ccccc3)cc2)[C@@H](CO)N1C(C)=O	-1.0
O=C(C1CCCC1)N1CC(=O)N2[C@@H](CO)[C@@H](c3ccc(-c4cccnc4)cc3)[C@@H]2C1	0.1
CCCN1C[C@@H](C)[C@@H](OC)CN(C)C(=O)c2cc(NS(=O)(=O)CC)ccc2OC[C@H]1C	-1.4
C[C@@H]1CN([C@H](C)CO)C(=O)c2cc(C#CC3(O)CCCC3)cnc2O[C@@H]1CN(C)C(=O)CC1CC1	1.0
CO[C@H]1CN(C)C(=O)c2cc(NC(=O)C3CC3)ccc2OC[C@@H](C)N(CCC(F)(F)F)C[C@@H]1C	0.5
Cc1ccccc1-c1ccc([C@@H]2[C@@H](CO)N3C(=O)CN(C(=O)Cc4ccccn4)C[C@@H]23)cc1	-3.3
CN(C)CC(=O)N1[C@@H]2c3ccc(C4=CCCC4)c(=O)n3C[C@H]1[C@H](CO)[C@H]2C(=O)NCC1CCCCC1	-0.4
COc1ccc(NC(=O)Nc2ccc3c(c2)CC(=O)N([C@H](C)CO)C[C@H](C)[C@H](CN(C)S(=O)(=O)c2cccs2)O3)cc1	-0.5
Cc1noc(C)c1S(=O)(=O)Nc1ccc2c(c1)C(=O)N([C@H](C)CO)C[C@H](C)[C@H](CN(C)S(=O)(=O)c1cn(C)cn1)OCCCC[C@H](C)O2	1.2
COc1ccc(NC(=O)N(C)C[C@@H]2Oc3c(NS(=O)(=O)c4ccc(C)cc4)cccc3C(=O)N([C@H](C)CO)C[C@H]2C)cc1	0.0
Cc1ccc(-c2ccc3c(c2)O[C@@H](CN(C)Cc2ccc(C(=O)O)cc2)[C@H](C)CN([C@@H](C)CO)S3(=O)=O)cc1	-0.4
COCC(=O)Nc1ccc2c(c1)C(=O)N(C)C[C@H](OC)[C@@H](C)CN(C(=O)c1ccccn1)[C@@H](C)CO2	-0.7
COc1ccc(S(=O)(=O)Nc2ccc3c(c2)C(=O)N([C@H](C)CO)C[C@@H](C)[C@@H](CN(C)C(=O)Nc2c(C)noc2C)OCCCC[C@@H](C)O3)cc1	0.4
COc1ccc(NC(=O)N(C)C[C@@H]2Oc3ncc(C4=CCCC4)cc3C(=O)N([C@@H](C)CO)C[C@H]2C)cc1	0.3
C[C@@H]1CCCCO[C@H](CN(C)S(=O)(=O)c2cn(C)cn2)[C@H](C)CN([C@@H](C)CO)C(=O)c2cc(NC(=O)Nc3ccccc3)ccc2O1	-0.3
COc1ccc([Si](C)(C)[C@H]2[C@H](CCn3cc([C@H](O)c4ccccc4)nn3)O[C@@]3(C(=O)N(C)c4c(Br)cc(C)cc43)[C@@H]2C)cc1	-0.1
C[C@@H]1CN([C@H](C)CO)C(=O)c2cc(NC(=O)Nc3ccccc3)ccc2O[C@@H](C)CCCCO[C@@H]1CN(C)CC1CCCCC1	0.5

In the list so far, these contain two or more sulfur atoms:
SMILES	TcdB GH inh
COc1ccc(NC(=O)Nc2ccc3c(c2)CC(=O)N([C@H](C)CO)C[C@H](C)[C@H](CN(C)S(=O)(=O)c2cccs2)O3)cc1	-0.5
Cc1noc(C)c1S(=O)(=O)Nc1ccc2c(c1)C(=O)N([C@H](C)CO)C[C@H](C)[C@H](CN(C)S(=O)(=O)c1cn(C)cn1)OCCCC[C@H](C)O2	1.2

5 structures out of the list, arranged by formula weight, lowest first:
SMILES	TcdB GH inh
CCC(=O)N(CC)C[C@H]1[C@H](c2ccc(-c3ccccc3)cc2)[C@@H](CO)N1C(C)=O	-1.0
Cc1ccccc1-c1ccc([C@@H]2[C@@H](CO)N3C(=O)CN(C(=O)Cc4ccccn4)C[C@@H]23)cc1	-3.3
COc1ccc(NC(=O)N(C)C[C@@H]2Oc3ncc(C4=CCCC4)cc3C(=O)N([C@@H](C)CO)C[C@H]2C)cc1	0.3
Cc1ccc(-c2ccc3c(c2)O[C@@H](CN(C)Cc2ccc(C(=O)O)cc2)[C@H](C)CN([C@@H](C)CO)S3(=O)=O)cc1	-0.4
C[C@@H]1CN([C@H](C)CO)C(=O)c2cc(NC(=O)Nc3ccccc3)ccc2O[C@@H](C)CCCCO[C@@H]1CN(C)CC1CCCCC1	0.5

Going on with the list:
SMILES	TcdB GH inh
CCC(=O)N1CC[C@@H]2[C@H]1c1cc(-c3ccccc3)ccc1N(C)[C@H]2CO	12*
COCC(=O)Nc1ccc2c(c1)[C@H]1C[C@H](CC(=O)NC3CCCCC3)O[C@H](CO)[C@H]1O2	0.2
CCCN(C)C[C@@H]1OCCCC[C@H](C)Oc2ccc(NC(=O)c3ccccc3)cc2C(=O)N([C@H](C)CO)C[C@@H]1C	-2.1
O=C(C[C@H]1C=C[C@H](NS(=O)(=O)c2ccccc2)[C@@H](CO)O1)NCCN1CCCCC1	3.6
Cc1ccc(S(=O)(=O)N(C)C[C@@H]2Oc3ccc(NC(=O)Cc4ccccc4)cc3CC(=O)N([C@@H](C)CO)C[C@H]2C)cc1	-6.7
C[C@@H]1CCCCO[C@H](CN(C)C(=O)Nc2ccc(C(F)(F)F)cc2)[C@H](C)CN([C@@H](C)CO)C(=O)c2cc(NC(=O)c3ccccc3)ccc2O1	0.3
C[C@H](CO)N1C[C@H](C)[C@H](CN(C)Cc2ccccc2)OCCCC[C@H](C)Oc2ccc(NC(=O)Nc3ccc(F)cc3)cc2C1=O	-0.9
C[C@@H]1CCCCO[C@H](CN(C)C(=O)Nc2ccc3c(c2)OCO3)[C@H](C)CN([C@H](C)CO)C(=O)c2cc(NS(C)(=O)=O)ccc2O1	-2.1
O=C(NCC[C@@H]1CC[C@@H](NC(=O)C2CC2)[C@@H](CO)O1)Nc1ccc(C(F)(F)F)cc1	-1.6
CCC(=O)N1C[C@@H](C)[C@@H](OC)CN(C)C(=O)c2cc(NC(=O)C3CCOCC3)ccc2OC[C@H]1C	-0.4
Cc1cccc(S(=O)(=O)N2C[C@@H](O)COC[C@H]3O[C@@H](CC(=O)NCc4ccncn4)CC[C@@H]32)c1	1.5
CCCNC(=O)N1[C@H](CO)[C@@H](c2ccc(-c3ccc(C(=O)N(C)C)cc3)cc2)[C@@H]1C#N	0.2
C/C=C/c1ccc2c(c1)O[C@@H](CN(C)Cc1ccncc1)[C@H](C)CN([C@H](C)CO)S2(=O)=O	0.5
COc1ccc2c3c([nH]c2c1)[C@@H](CO)N(C(=O)NC1CCCC1)CC31CCN(S(C)(=O)=O)CC1	-0.4
C[C@@H]1CN([C@@H](C)CO)C(=O)Cc2cc(NC(=O)Nc3ccccc3)ccc2O[C@H]1CN(C)C(=O)Nc1ccc(F)cc1	0.0
CO[C@@H]1CN(C)C(=O)c2ccc(NC(=O)C3CCCCC3)cc2OC[C@H](C)N(Cc2nccs2)C[C@H]1C	-8.5
C[C@H]1CN([C@@H](C)CO)C(=O)c2cc(NC(=O)Nc3cccc4ccccc34)ccc2O[C@@H]1CN(C)S(=O)(=O)c1ccc(Cl)cc1	1.2
C[C@H]1CN([C@@H](C)CO)C(=O)c2cc(NC(=O)CCN3CCOCC3)ccc2O[C@@H]1CN(C)C(=O)Nc1ccc2c(c1)OCO2	-0.4
CO[C@@H]1CN(C)C(=O)c2cc(NC(=O)Nc3ccc(Cl)cc3)ccc2OC[C@@H](C)N(C)C[C@@H]1C	-1.1
CCCC#Cc1ccc([C@@H]2[C@@H](CO)N3CCCCN(S(=O)(=O)c4ccccc4C)C[C@H]23)cc1	0.6
COc1ccc2c3c([nH]c2c1)[C@@H](CO)N(C(=O)c1ccccc1)CC31CN(C(=O)CC2CC2)C1	0.0
O=C(C[C@@H]1CC[C@H]2[C@@H](COC[C@@H](O)CN2CCc2ccccc2)O1)NCc1ccc(Oc2ccccc2)cc1	-0.8
NCC[C@H]1CC[C@@H](NC(=O)C2CCCC2)[C@@H](CO)O1	-2.3
C[C@H]1CN([C@@H](C)CO)C(=O)c2cccc(NS(C)(=O)=O)c2O[C@H]1CN(C)C(=O)Nc1cccc2ccccc12	-0.9
COc1cccc(NC(=O)C[C@H]2CC[C@H]3[C@@H](COc4ccc(NC(=O)C5CC5)cc4C(=O)N3C)O2)c1	-1.2
CC=Cc1ccc2n(c1=O)C[C@@H]1[C@@H](CO)[C@H](C(=O)N3CCc4ccccc4C3)N(C(=O)C3CCC3)[C@H]21 (mixture of isomers)	0.0
C[C@H]1CN([C@@H](C)CO)C(=O)c2cc(NC(=O)CCC(F)(F)F)ccc2O[C@@H]1CN(C)S(=O)(=O)c1ccc(Cl)cc1	1.2
C[C@H]1CN([C@@H](C)CO)S(=O)(=O)c2ccc(-c3cncnc3)cc2O[C@H]1CN(C)Cc1ccncc1	1.4
O=C(c1cccc(F)c1)N1CC[C@@H]2[C@H]1c1cc(C#Cc3ccc(F)cc3)ccc1N[C@@H]2CO	-1.6
COCC#Cc1ccc2c(c1)O[C@@H](CN(C)CC1CCOCC1)[C@H](C)CN([C@H](C)CO)S2(=O)=O	-0.7
C[C@@H]1CN([C@@H](C)CO)C(=O)c2ccccc2-c2ccccc2CO[C@@H]1CN(C)C(=O)NC1CCCCC1	0.5
OC[C@@H]1[C@@H](c2ccc(-c3ccccc3)cc2)[C@H]2CN(CCC(F)(F)F)CCCCN12	0.5
O=C(C[C@H]1CC[C@@H](NC(=O)c2ccc3c(c2)OCO3)[C@@H](CO)O1)NCc1ccc(Cl)cc1	0.2
O=C(C[C@H]1CC[C@@H]2[C@H](COC[C@@H](O)CN2C(=O)Cc2ccccc2)O1)NC1CCCC1	-2.7
C[C@@H]1CN([C@H](C)CO)C(=O)c2cc(NC(=O)Nc3ccc(F)cc3)ccc2O[C@@H]1CN(C)C	0.9
C[C@@H]1CN([C@H](C)CO)C(=O)c2cc(/C=C/c3ccccc3)cnc2O[C@H]1CN(C)Cc1cncnc1	0.7
O=C(Nc1nccs1)[C@H]1[C@H](CO)[C@H]2Cn3c(cccc3=O)[C@@H]1N2C(=O)C1CC1	-0.2
CO[C@@H]1CN(C)C(=O)c2cc(NC(=O)Nc3ccc(C(F)(F)F)cc3)ccc2OC[C@H](C)NC[C@H]1C	0.8
O=C(N[C@H]1CC[C@H](CC(=O)N2CCN(c3ccccc3)CC2)O[C@@H]1CO)c1ccncc1	0.2
C[C@H]1CCCCO[C@@H](CN(C)S(=O)(=O)c2ccccc2)[C@@H](C)CN([C@@H](C)CO)C(=O)c2cc(NS(=O)(=O)c3ccccc3)ccc2O1	0.9
COCC(=O)N1CC[C@@H]2[C@H]1c1cc(-c3ccccc3)ccc1N(C)[C@H]2CO	11*
C[C@@H]1CN([C@H](C)CO)C(=O)c2cc(C#CC3CC3)cnc2O[C@H]1CN(C)Cc1ccncc1	-0.9
COc1cccc(CNC(=O)C[C@@H]2CC[C@@H](NC(=O)C3CC3)[C@@H](CO)O2)c1	-0.8
CC=Cc1ccc2n(c1=O)C[C@@H]1[C@@H](CO)[C@H](C(=O)NCC(F)(F)F)N(CC3CC3)[C@H]21 (mixture of isomers)	1.3
C[C@H]1CN([C@@H](C)CO)C(=O)c2cccc(NC(=O)NC3CCCCC3)c2O[C@H]1CN(C)Cc1ccc(Cl)c(Cl)c1	-1.5
C[C@@H]1CN([C@H](C)CO)C(=O)c2cc(NC(=O)CCCN(C)C)ccc2O[C@H]1CN(C)C(=O)Nc1ccc2c(c1)OCO2	0.1
COc1ccc2c3c([nH]c2c1)[C@H](CO)N(Cc1ccccc1)CC31CN(C(=O)c2cccnc2)C1	0.9
COCC(=O)Nc1ccc2c(c1)C(=O)N(C)C[C@H](OC)[C@@H](C)CN(C(=O)c1cccnc1)[C@H](C)CO2	-0.7
C/C=C/c1ccc([C@H]2[C@H]3CN(S(=O)(=O)c4ccc(OC)cc4)CCCCN3[C@H]2CO)cc1	-0.6
CN1C(=O)c2cc(NC(=O)c3cccc(C(F)(F)F)c3)ccc2OC[C@@H]2O[C@H](CC(=O)NCCN3CCCC3)CC[C@@H]21	-0.5
Next entries
SMILES	TcdB GH inh
C[C@H](CO)N1C[C@H](C)[C@H](CN(C)C(=O)Nc2ccc(F)cc2)Oc2c(NC(=O)C3CC3)cccc2C1=O	-0.3
O=C(C[C@H]1CC[C@H](NC(=O)c2cccc(F)c2)[C@H](CO)O1)NCc1ccc(Oc2ccccc2)cc1	-0.7
CCCC(=O)N1CC2(C1)CN(C(=O)C1CCC1)[C@H](CO)c1[nH]c3cc(OC)ccc3c12	0.7
C[C@H]1CN([C@@H](C)CO)C(=O)Cc2cc(NC(=O)Nc3ccc4c(c3)OCO4)ccc2O[C@H]1CN(C)Cc1ccc(Cl)c(Cl)c1	-0.1
C[C@H](CO)N1C[C@H](C)[C@H](CN(C)C(=O)CC2CC2)Oc2cc(C#CC(C)(C)O)ccc2S1(=O)=O	-0.1
CCCC(=O)Nc1ccc2c(c1)OC[C@@H](C)N(C(=O)C1CCCC1)C[C@H](C)[C@H](OC)CN(C)C2=O	2.1
C[C@@H]1CCCCO[C@H](CN(C)CC2CCCCC2)[C@H](C)CN([C@H](C)CO)C(=O)c2cc(NC(=O)Nc3ccccc3)ccc2O1	-0.1
O=C(C[C@H]1CC[C@@H](NC(=O)Nc2cc(F)ccc2F)[C@H](CO)O1)NCc1ccc2c(c1)OCO2	-6.1
CC(C)c1cn(CC[C@@H]2CC[C@@H](NC(=O)C3CCCCC3)[C@H](CO)O2)nn1	-1.8
Cc1ccc(S(=O)(=O)Nc2cccc3c2O[C@@H](CN(C)C(=O)NC(C)C)[C@@H](C)CN([C@H](C)CO)C3=O)cc1	0.1

Bioassay records from PubChem.
